Bioassay records (PubChem BioAssay)
HSF1 activator: increases HSF-1 driven luciferase reporter signal | NIH3T3-HGL HSF-1 luciferase reporter, MG132, 8 h; 100% = twice DMSO control signal | activation, % at 9 µM | 300,000 compounds, 1.7% hits | AID 504408;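 active = mean replicate activation of at least 50% with a set share of replicates each reaching 50%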;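 also: 0% = median of the neutral control wells and 100% = twice that signal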
IEC-6 cytotox: kills IEC-6 intestinal cells in KLF5 counter-screen | IEC-6 cytotoxicity, luminescence viability | inhibition, % at 5 µM | 290,000 compounds, 0.78% hits | AID 1825; in the data active = inhibition above about 22%;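 also: 0% = plate median of test compound wells and 100% = cytotoxic reference compound wells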
GSK3A inh: inhibitors of human GSK-3 alpha kinase. P49840. ADP-Glo luminescence, 60 min. inhibition, % at 10 µM. 320,000 compounds, 0.1% hits. AID 2650;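 in the data active = inhibition above about 50%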;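 also: GST-tagged GSK-3 alpha with peptide substrate and 25 µM ATP; 0% = DMSO neutral wells and 100% = GW8510 positive control wells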
Target sequence (P49840 whole entry, looked up): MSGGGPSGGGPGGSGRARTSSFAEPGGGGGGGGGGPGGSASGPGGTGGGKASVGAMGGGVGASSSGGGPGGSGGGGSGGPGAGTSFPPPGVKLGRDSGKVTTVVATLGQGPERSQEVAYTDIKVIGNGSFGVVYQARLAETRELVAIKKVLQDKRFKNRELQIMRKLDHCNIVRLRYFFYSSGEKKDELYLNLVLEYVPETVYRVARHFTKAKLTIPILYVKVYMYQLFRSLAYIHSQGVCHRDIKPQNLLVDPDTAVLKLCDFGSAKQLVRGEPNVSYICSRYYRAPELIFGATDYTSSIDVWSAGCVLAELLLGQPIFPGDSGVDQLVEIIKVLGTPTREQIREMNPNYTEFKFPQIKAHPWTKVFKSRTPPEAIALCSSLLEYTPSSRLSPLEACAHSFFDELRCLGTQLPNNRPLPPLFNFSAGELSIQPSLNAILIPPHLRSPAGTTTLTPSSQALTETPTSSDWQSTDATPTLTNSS
AI-2 QS mod: modulators of Vibrio harveyi AI-2 quorum sensing system | Vibrio harveyi JMH597 AI-2 luminescence/OD600 ratio, 9 h; active compounds read low; strain lacks LuxN and CqsS sensors; 0 = neutral-control median | activity change, % at 7.5 µM | 300,000 compounds, 0.4% hits | AID 2094; in the data active = activity change below about -75%, passing the limit was not always enough;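 also: luminescence divided by OD600 gain over 9 h not by final OD600 alone; inactives centre near 13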
HIF act: HIF pathway transcriptional activation; activation, % at 7.5 µM (by protocol); U2OS HRE-luciferase reporter, luminescence; normalized: DMSO 0%, desferrioxamine 100%; 300,000 compounds, 0.32% hits;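 active = mean activation of at least 10% of the iron chelator positive control signal, with at least half of replicates also reaching 10%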
HSP90 refold inh: blocks HSP90-mediated luciferase refolding in reticulocyte lysate. Rabbit reticulocyte lysate, luciferase refolding luminescence, 3 h. inhibition, % at 5.6 µM. 290,000 compounds, 0.91% hits. AID 1789;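 active = inhibition above the screen-wide mean plus 3 SD, computed separately per campaign, cut at about 16% in these data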;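 also: 0% = DMSO wells and 100% = 60 µM geldanamycin wells; inhibitors lower the luminescence because luciferase stays unfolded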
HSF1 inh: HSF1 inhibition. NIH3T3-HGL HSE-luciferase, MG132-induced, luminescence 8 h; active compounds read low. activity change, negative = inhibition, % at 7.5 µM (by protocol). 300,000 compounds, 0.77% hits;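 active = more than half of replicate wells show activity change below -50%, luminescence cut by over half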;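 also: luciferase reports HSF-1 transcriptional activity via heat shock element; 0% = median of DMSO wells and -100% = zero luminescence signal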
aSyn UTR inh: MLPCN primary screen, SNCA 5' untranslated region. alpha-synuclein 5'UTR reporter, inhibitor activity. inhibition, % (tested at 7.5 µM). 300,000 compounds, 0.82% hits. AID 1813; in the data active = inhibition above about 60%;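 also: H4 neuroglioblastoma cells stably carrying SNCA 5'UTR luciferase fusion; 0% = DMSO wells and 100% = positive control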
GSK3beta inhib: human GSK3beta kinase inhibition; activity score (negative = inhibition), % at 10 µM; P49841; GST-GSK3beta kinase, ADP-Glo luminescence, 60 min; active compounds read low; 300,000 compounds, 0.038% hits;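 active = more than half of replicate wells score below -50%, meaning over 50% inhibition versus plate controls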;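 also: 0% = median DMSO wells and -100% = median GW8510 positive control wells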
Target sequence (P49841 whole entry, looked up): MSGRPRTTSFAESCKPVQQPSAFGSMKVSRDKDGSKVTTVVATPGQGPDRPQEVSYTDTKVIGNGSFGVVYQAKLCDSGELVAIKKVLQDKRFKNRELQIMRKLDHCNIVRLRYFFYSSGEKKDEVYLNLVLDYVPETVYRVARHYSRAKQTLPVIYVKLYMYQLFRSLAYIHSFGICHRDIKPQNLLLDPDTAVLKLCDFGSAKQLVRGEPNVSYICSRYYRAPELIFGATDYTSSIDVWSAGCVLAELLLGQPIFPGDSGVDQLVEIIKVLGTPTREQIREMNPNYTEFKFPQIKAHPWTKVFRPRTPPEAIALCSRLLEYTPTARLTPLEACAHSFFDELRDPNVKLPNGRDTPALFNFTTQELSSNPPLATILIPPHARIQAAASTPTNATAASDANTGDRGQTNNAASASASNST
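Test system: GST-fused GSK3beta enzyme, cell-free | Quantity: 1.6 ng GST-GSK3beta enzyme per well | Reagent: 25 µM ATP with peptide substrate | Schedule: 60 min enzyme reaction, room temperature | Signal: Luminescent ADP-Glo measurement of ADP formed | Read-out basis: Score relative to plate controls | Control set: DMSO and 20 µM GW8510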
KLF5 inh: inhibitors of KLF5 expression | DLD-1 KLF5 promoter-luciferase reporter, luminescence | inhibition, % at 5 µM | 290,000 compounds, 0.23% hits;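 active = inhibition above a per-plate limit of that plate's mean compound inhibition plus 3 SD, cut at about 60% in these data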;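 also: 0% = DMSO wells and 100% = LY294002 at 200 µM; higher means less KLF5 promoter-driven luciferase light; inactives centre near -14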
Starred values were filed as active, the others as inactive; nt = not tested or not shown.

SMILES	HSF1 activator	IEC-6 cytotox	GSK3A inh	AI-2 QS mod	HIF act	HSP90 refold inh	HSF1 inh	aSyn UTR inh	GSK3beta inhib	KLF5 inh
Cc1nnc(SCC2=C(C(=O)O)N3C(=O)C(NC(=O)C(C)n4nc(C(F)(F)F)cc4C)C3SC2)s1 (stereo unspecified)	-1	-3	-1	-6	-2.1	-4	-2	19	1	-17
CCOC(=O)C(CSCC(=O)c1ccc(Cl)cc1)NC(=O)OC(C)(C)C (stereo unspecified)	-4	3	-1	19	-1.0	0	-4	-19	-3	-17
O=C(NC1CCS(=O)(=O)C1)/C(=C/c1ccc(Cl)cc1)NC(=O)c1ccccc1 (stereo unspecified)	0	0	-3	41	-0.4	1	-1	-3	4	-35
Cc1ccc2cc(CCl)c(Cl)nc2c1	19	-3	2	12	0.3	-1	4	-3	1	4
CCn1cc(C(C)(C)C)c(C#N)c1NC(C)=O	11	-1	-1	1	-0.4	4	-1	17	3	-24
CCc1nnc(NC(=O)CSc2nnc(Cc3cccn3C)n2CCOC)s1	-2	-7	-3	22	-0.4	0	2	6	-1	-17
COc1ccc(C(=O)Oc2ccc(/C=N/Nc3ccc(Cl)c(C(=O)O)c3)cc2OC)cc1	11	-3	-3	60	0.7	46*	3	-24	0	-11
O=C(Cn1c(-c2cncs2)nc2ccccc21)NC1CCCC1	-4	1	1	26	-2.0	-3	0	-1	4	-10
COc1ccccc1C(=O)Nc1sc(C(=O)N2CCCC2)c(C)c1C#N	17	1	0	19	-0.1	14	5	-9	-6	-32
O=C(NNC(=S)NC1CC2CCC1C2)c1ccc(Cl)cc1 (stereo unspecified)	13	4	0	20	1.0	-4	10	-50	5	-71
CCCOc1ccc(C(=O)Nc2ccc(S(=O)(=O)NC3=NCCCCC3)cc2)cc1	1	nt	-5	8	-0.1	nt	0	-4	2	nt
CCCc1ccc2oc(C(=O)N3CCNC(=O)C3CC(=O)OC)c(C)c2c1 (stereo unspecified)	-14	1	0	19	0.4	1	0	-4	0	-20
S=c1nc(-c2sccc2OCc2ccc(Cl)cc2Cl)[nH][nH]1	11	0	0	33	-0.5	6	14	-4	1	11
Nc1cc(C(=O)N2CCCC2)cc(C(=O)N2CCCC2)c1	2	5	-5	8	-0.1	4	0	-5	-3	-10
CC1CN(/C=C/C=O)C(C)CC1OC(=O)c1ccccc1 (stereo unspecified)	-14	-8	-2	6	0.7	-3	5	-5	6	-29
CCCOc1ncnc2c1sc1nc3c(cc12)COC(C)(C)C3	9	1	1	14	3.8	2	2	-112	-3	-4
COc1cccc2c1cc1c(=O)n(CC(=O)N3CCC(C)CC3)nc(C)n12	3	0	-1	24	0.4	-1	0	21	2	-27
O=C(Nc1nccs1)c1cccc(N2C(=O)C3C4C=CC(C4)C3C2=O)c1 (stereo unspecified)	2	3	1	26	-2.4	-1	1	14	-4	-18
O=C1c2c([N+](=O)[O-])cc([N+](=O)[O-])cc2S(=O)N1Cc1ccccc1 (stereo unspecified)	4	-8	-1	15	0.0	-1	-5	12	4	-10
Cn1c(Cc2csc(N)n2)nnc1SCC(=O)NCc1ccccc1	0	3	-4	13	-0.1	-2	-6	24	1	-16
COc1cc(OC)cc(C(=O)N[C@H](C(=O)Nc2ccc(F)cc2F)C(C)C)c1	-1	3	1	7	-0.7	1	1	17	1	18
COc1ccccc1OCCNC(=O)CNC(=O)c1ccc(Cl)c(Cl)c1	-19	nt	2	31	-2.4	nt	2	2	2	nt
c1ccc(N2CC[N+]3(CCCC3)CC2)nc1	-2	-2	-5	22	-0.3	0	-2	20	-3	15
COc1cc(C(C)=O)ccc1OCC(O)CN1CCN(c2ccccc2)CC1 (stereo unspecified)	-14	-5	-1	31	0.2	-2	-2	9	-4	-1
CCOc1ccc(Oc2c(/C=N/NC(=O)COc3ccccc3OC)c(C)nn2-c2ccccc2)cc1	8	-2	1	25	-0.1	4	4	14	2	-5
CC(C)(C)c1ccc(CS(=O)CC(O)CO)cc1 (stereo unspecified)	-4	-5	1	7	-0.2	-4	-3	9	6	-4
Cc1ccc2[nH]c(=O)c(CN(CCCN3CCOCC3)C(=O)NC3CCCCC3)cc2c1	-5	1	0	12	-0.7	0	-8	-17	4	-38
O=S(=O)(c1ccccc1)c1nc(-c2ccco2)oc1NCc1ccccc1	5	-1	0	-2	0.6	2	5	-4	7	-10
CCOc1ccc(-c2[nH]ncc2-c2csc(C)n2)c(O)c1	3	-1	-7	-3	-0.4	-2	6	25	-6	-7
Cc1ccc(NC(=O)CC(C)S(=O)(=O)c2ccc3c(c2)NC(=O)CO3)c(Cl)c1 (stereo unspecified)	6	-6	-1	35	-0.3	-1	2	4	3	-34
C#CCOCCOCCOCCNc1nc(N2CCN(C(=O)[C@H](CCCCN)n3cc([C@@H](N)CC(C)C)nn3)CC2)nc(N2CCN(C(=O)[C@H](Cc3ccc(O)cc3)n3cc([C@@H](N)CC(C)C)nn3)CC2)n1	1	-7	5	5	0.1	0	-5	12	-5	-6
Cc1cc(NC(=O)Cn2cc([N+](=O)[O-])cn2)no1	2	-8	-1	22	0.0	0	-7	12	6	-8
Cc1ccc(Nc2ncnc3c2oc2ccccc23)cc1	47	-1	-1	19	2.7	5	36	-114	-2	-196
O=C(CC(C(=O)O)c1c[nH]c2ccccc12)c1ccccc1 (stereo unspecified)	15	-1	-1	41	0.5	-1	9	-8	1	-32
C=CCn1c(SCC(=O)Nc2ccc3c(c2)OCCO3)nnc1-c1ccco1	4	5	0	3	-0.5	6	7	5	-1	-20
COC(=O)c1cn(NC(=O)Cc2ccccc2OC)c(=O)c2ccccc12	-9	4	-1	12	0.1	0	3	11	0	8
Cc1ccc(OCCn2c(=S)[nH]c3c(N)ncnc32)cc1	nt	-3	-1	11	nt	-3	nt	nt	-29	-9
CC(C)OC(=O)CSc1ncnc2c1cnn2Cc1ccccc1	7	-5	0	27	-0.4	2	-1	20	0	-12
CC(=O)Nc1ccc2c(c1)C(=O)N(c1cccc3ccccc13)C2=O	13	-6	-2	13	-1.3	-3	-3	3	-6	-13
CCSCCNC(=O)c1cc(-n2cnnc2)ccc1Cl	-5	0	-2	17	-0.3	2	-4	-2	-1	-5
COc1ccc(N=Cc2c(O)n(-c3ccc(OC)cc3)c(=O)c3ccccc23)cc1	4	-8	-1	86	-0.2	-3	-6	15	0	-10
CC1CCN(C(=O)/C(=C\c2ccccc2F)NC(=O)c2ccccc2)CC1	16	0	1	11	2.1	-4	8	-7	1	-8
COCCNC(=S)N/N=C/c1c2ccccc2cc2ccccc12	20	-6	-2	12	0.7	0	4	15	0	-11
COc1ccc(C(=O)C[n+]2ccc3c(c2)nc(-c2ccc(OC)cc2OC)n3C)cc1	-8	-4	6	16	-0.1	3	-4	-11	-4	-3
CCOC(=O)CNC(=O)Cn1cnc2sc(C)c(S(=O)(=O)N3CCOCC3)c2c1=O	12	-5	0	nt	-1.0	1	-9	5	nt	-2
COc1cc(NS(=O)(=O)c2ccc(NC(=O)/C(=C/c3ccccc3Cl)NC(=O)c3ccccc3)cc2)nc(OC)n1	3	-4	-3	31	-1.0	-1	-4	7	0	-6
CCOC(=O)CCCCCN1C(=O)c2cccc3cccc(c23)C1=O	0	2	-1	13	-21	3	0	-9	-1	5
Cc1cc2c3c(c1)C(C)(c1ccccc1)CC(C)(C)N3C(=O)C21C(C#N)=C(N)OC2=C1C(=O)CC(C)(C)C2 (stereo unspecified)	5	-3	1	21	0.1	6	1	7	4	-35
COc1ccccc1NC(=O)N1CCCC1C(=O)NCC1CCCO1 (stereo unspecified)	1	-4	-1	10	-0.3	-6	-2	7	1	-45
CCOC(=O)c1cnc2ccc(C(=O)OC)cc2c1Nc1ccc2c(c1)OCCO2	13	-7	2	14	-0.8	0	0	-3	0	-12

Continued.
SMILES	HSF1 activator	IEC-6 cytotox	GSK3A inh	AI-2 QS mod	HIF act	HSP90 refold inh	HSF1 inh	aSyn UTR inh	GSK3beta inhib	KLF5 inh
O=C(Nc1ccccc1-c1nc2ccccc2s1)c1cccnc1	-59	2	-1	25	0.9	2	-47	21	-6	-18
CCCC(CCC)=NNc1ccc(S(=O)(=O)Nc2ccccc2OC)cc1[N+](=O)[O-]	20	0	0	34	0.0	0	6	-2	1	-16
Cc1cccc(C(=O)N2CCN(c3ccc([N+](=O)[O-])c(N4CCOCC4)c3)CC2)c1	-30	2	0	6	0.3	-2	-13	33	-2	7
CNC(=O)C(C)NS(=O)(=O)c1ccc(F)cc1 (stereo unspecified)	1	-6	-4	4	-0.7	0	-14	-1	2	-26
O=C(CSc1nc(-c2cccs2)cc(C(F)(F)F)n1)Nc1cc(OCC(F)(F)F)cc([N+](=O)[O-])c1	-8	-2	-4	25	-0.1	-1	-5	42	-6	-4
O=C(CN(C(=O)c1csnn1)c1ccc(F)c(Cl)c1)NC1CCCCC1	-8	8	1	19	0.1	5	0	-4	5	-1
O=C(c1ccccc1Sc1ccccc1[N+](=O)[O-])N1CCCCC1	-8	-7	-1	10	-0.4	3	-1	21	-1	-29
O=C(Nc1ccccc1)Nc1ccccc1C(=O)NCc1ccccc1	24	-4	-1	-1	0.1	-1	19	8	1	-14
CCOC(=O)CN1C(c2ccccc2O)Nc2ccc(Br)cc2C1c1ccccc1 (stereo unspecified)	18	6	-10	20	0.1	-3	8	-8	-2	-3
COCCNC(=O)/C(C#N)=C/c1cc(Br)c(O)c(OC)c1	-6	0	14	24	0.0	3	2	18	-12	-9
CCOc1ccc(NC(=O)CCC(=O)c2ccc(-c3ccccc3)cc2)cc1	-8	3	-3	12	-0.2	1	-9	4	-3	-19
CCN(CC)S(=O)(=O)c1ccc(N2CCOCC2)c(NC(=O)COc2ccc(C#N)cc2)c1	-1	2	nt	28	-0.2	3	-5	11	-3	8
O=C(O)c1cnccn1	-18	3	0	14	0.1	-1	6	8	-1	-11
O=C(Cn1c(=O)n(-c2ccc(F)cc2)c(=O)c2sccc21)N1CCCC1	-10	0	-2	11	-0.4	7	0	8	-1	13
COc1ccc(CCN=C(N)NS(=O)(=O)c2ccc(F)cc2)cc1	-1	-1	-1	7	-0.4	-5	1	7	-5	3
O=C1CC(C(=O)Nc2ccc(Cl)cc2)n2ncnc2N1 (stereo unspecified)	-8	0	nt	15	-0.2	3	1	18	1	-27
O=C(CNC(=O)c1sc2ccccc2c1Cl)NC1CC1	-45	8	1	18	2.7	0	-31	-118	1	-92

Looked up one by one from above, three records:
SMILES	HSF1 activator	IEC-6 cytotox	GSK3A inh	AI-2 QS mod	HIF act	HSP90 refold inh	HSF1 inh	aSyn UTR inh	GSK3beta inhib	KLF5 inh
COc1ccc(CCN=C(N)NS(=O)(=O)c2ccc(F)cc2)cc1	-1	-1	-1	7	-0.4	-5	1	7	-5	3
O=C(O)c1cnccn1	-18	3	0	14	0.1	-1	6	8	-1	-11
O=C(Cn1c(=O)n(-c2ccc(F)cc2)c(=O)c2sccc21)N1CCCC1	-10	0	-2	11	-0.4	7	0	8	-1	13
